High-throughput results: PubChem BioAssay, Southern Research Specialized Biocontainment Screening Center
PhoP GFP inhibition = PhoP regulon inhibitors, Salmonella typhi PhoP promoter GFP reporter, confirmatory (AID 1850) | Salmonella Typhi PhoP-promoter GFP reporter, fluorescence, 4 h; higher % means a stronger effect | inhibition, % at 50 µM, or IC50 in µM where a hit was titrated | 0.33% of 310,000 active; in the data active = a potency from the dose series; inconclusive = inhibition mostly from about 25% at the one dose, without a potency; inactive = the rest, 99 in 100 with inhibition below about 19%;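 note: 0% = induced wells with vehicle and 100% = uninduced wells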
M. tuberculosis HTS = M. tuberculosis growth inhibition, HTS (AID 449762) | M. tuberculosis H37Rv growth inhibition, 7H9 media; higher % means a stronger effect | one-dose inhibition, % at 25 µM; IC50 in µM for titrated hits | 0.59% of 330,000 active; in the data active = a potency from the dose series; inconclusive = inhibition above about 70% without an active follow-up result;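 note: bacterial growth assessed after seven days of incubation; strong numbers were not always called active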
tuberculosis growth = growth inhibition of non-replicating M. tuberculosis (AID 488890); Mycobacterium tuberculosis non-replicating, growth inhibition; higher % means a stronger effect; one-dose inhibition, % at 25 µM; IC50 in µM for titrated hits; 0.39% of 320,000 active; in the data active = a potency from the dose series; inconclusive = inhibition mostly from about 82% at the one dose, without a potency; inactive = the rest, 99 in 100 with inhibition below about 76%;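 note: plate controls were DMSO cells for no effect and high antibiotic wells for full effect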
influenza NS1A = H1N1 influenza NS1A inhibitors, functional cell based assay (AID 504329) | NS1A functional cell-based assay, percent inhibition; higher % means a stronger effect | one-dose inhibition, % at 12.5 µM; IC50 in µM for titrated hits | 0.3% of 340,000 active; in the data active = a potency from the dose series; inconclusive = inhibition above about 27% without an active follow-up result; note: strong numbers were not always called active
VEEV TC-83 Vero = inhibitors of VEEV TC-83 cytopathic effect, confirmation, Vero cells (AID 588727). 0.13% of 350,000 active. Vero cells, VEEV TC-83 cytopathic effect inhibition; higher % means a stronger effect. one-dose inhibition, % at 20 µM; IC50 in µM for titrated hits; in the data active = a potency from the dose series; inconclusive = inhibition mostly from about 14% at the one dose, without a potency; inactive = the rest, 99 in 100 with inhibition below about 12%; note: strong numbers were not always called active
VEEV TC-83 Vero 10K pilot screen = second read-out of VEEV TC-83 Vero, no call of its own (marks repeat the call); inhibition, %; measured here: 10K pilot screen inhibition
* hit, by the source's call; i = inactive; ? = inconclusive; . = not tested or not shown.

SMILES	PhoP GFP inhibition	M. tuberculosis HTS	tuberculosis growth	influenza NS1A	VEEV TC-83 Vero	others
COC(=O)CS(=O)(=O)c1ccsc1C(=O)Nc1ccc(F)c(F)c1	-2%	4%	-5%	2%	0.6%
CCCOc1c(OC)cccc1C1CC(=O)Nc2cc3c(cc21)OCO3 (stereo not given)	10%	-2%	-1%	4%	5.6%
CCOC(=O)C1CCN(C(=O)c2cccc(S(=O)(=O)N(C)C3CCCCC3)c2)CC1	1%	-5%	13%	-3%	5.7%
COc1ccc(NC(=O)Cn2nnc(C(=O)Nc3ccccc3C)c2N)cc1	-7%	3%	1%	6%	2.2%
O=c1[nH]c(SCc2ccccc2)nc2c1cnn2-c1ccc(F)cc1	0%	6%	.	4%	1.1%
Cc1c(NC(=O)C(C)OC(=O)c2cccc(S(=O)(=O)N(C)C)c2)c(=O)n(-c2ccccc2)n1C (stereo not given)	-2%	-6%	-11%	-26%	0.9%
CCc1cccc(N(CC(=O)NC2CCCCC2)C(=O)c2csnn2)c1	-4%	1%	-7%	5%	1.0%
O=C(CSc1n[nH]c(=O)[nH]c1=O)N/N=C/C=C/c1ccccc1	1%	-2%	-1%	12%	0.1%
CC1CN(C(=O)COc2ccc3ccccc3c2)CC(C)O1 (stereo not given)	.	-9%	1%	-23%	0.9%
Cc1ccc(C(=O)c2ccccc2C(=O)OCC(=O)N2CC(C)CC(C)C2)cc1 (stereo not given)	.	-4%	70%	-9%	5.0%
O=C(NCCO)c1ccc2c3n(nc2c1)-c1ccccc1CO3	6%	3%	0%	-5%	2.1%
COc1ccccc1/C=C/C(=O)c1cc(Br)ccc1OC(=O)c1ccco1	-14%	21%	72%	6%	i
COc1ccc(NC(=O)CN(C)CC(=O)NCC2CCCCC2)cc1	.	.	.	-14%	0.7%
COc1ccccc1-n1c(COc2ccccc2-c2ccccc2)nnc1SCC(=O)c1c(N)n(C)c(=O)n(C)c1=O	-5%	8%	-23%	7%	0.1%
CCN1CCN(C2CCCCC2NS(=O)(=O)c2ccccc2)CC1 (stereo not given)	4%	-6%	-16%	3%	0.5%
O=C(Cn1c(=O)oc2ccccc21)Nc1nnc(N2CCCCCC2)s1	.	-1%	.	-1%	1.6%
O=C(Nc1ccc(Cl)cc1)NC1CCCC1Cc1ccco1 (stereo not given)	4%	-1%	56%	-8%	i
O=C(CSc1nnc(-c2ccncc2)o1)Nc1cc(Cl)ccc1C(=O)O	.	1%	14%	-6%	2.1%
CCN1C(=O)[C@H]2[C@@H](c3ccc(-c4cccc(Cl)c4)c(OC)c3)N[C@@](C)(C(=O)OC)[C@H]2C1=O	1%	5%	15%	17%	0.2%
CCOC(=O)[C@@H]1[C@H]2COc3cc(OC)ccc3[C@H]2N2C(=O)N(c3ccc(C(F)(F)F)cc3)C(=O)[C@]12C	.	5.8µM*	?	5%	4.9%
O=C(CCl)Nc1ccc(S(=O)(=O)Nc2nccs2)cc1	-8%	25%	71%	-21%	?
C=CCn1c(N(C)C)nc2c1c(=O)[nH]c(=O)n2C	-9%	-7%	.	10%	1.0%
Cn1c(=O)c(NCCO)c2c3c(cccc31)C(=O)c1ccccc1-2	-45%	-2%	-9%	7%	1.9%
O=C(Cc1ccccc1)N/N=C/c1ccccn1	10%	-4%	23%	-3%	i
CC(Sc1ccc(S(=O)(=O)N2CCOCC2)cc1[N+](=O)[O-])C(=O)O (stereo not given)	-3%	1%	-15%	2%	i
Next results:
SMILES	PhoP GFP inhibition	M. tuberculosis HTS	tuberculosis growth	influenza NS1A	VEEV TC-83 Vero	others
Cc1ccc(NC(=O)Cn2nc(C)c3ccccc3c2=O)c(C)c1	-21%	-1%	-2%	-2%	2.5%
NC(=O)c1ccc(C(F)(F)F)n(Cc2cccc(Cl)c2)c1=O	-3%	5%	20%	-2%	i
COc1cccc(/C=N/n2c(SC)nnc2-c2ccccc2)c1OC	-17%	-2%	-14%	-16%	?
O=C(Nc1ccc(Cl)c(S(=O)(=O)Nc2ccccc2Cl)c1)c1cccs1	-9%	-2%	1%	-8%	0.4%
COc1ccc(NC(=O)Cc2nnc(SCC(=O)Nc3cc(C)ccc3OC)n2C)cc1	11%	2%	32%	2%	1.0%
Cc1cc(NC(=O)CSc2nnc(COc3cccc(C)c3C)n2C)no1	-2%	0%	-27%	-1%	i
CCOc1ccc(C(=O)OC(C)CN2CCCCC2)cc1 (stereo not given)	-6%	0%	34%	-8%	i
Cc1[nH]n(C)c(=O)c1[N+](=O)[O-]	-2%	4%	-4%	10%	7.2%
CC1(C)C/C(=C(/C#N)C(N)=O)CCO1	-5%	-5%	-14%	1%	1.7%
CCN(CC(=O)Nc1c(F)cccc1F)C(=O)c1ccc(Sc2nncn2C)c([N+](=O)[O-])c1	3%	-12%	-7%	-7%	1.5%
Cc1ccc(-c2nn(-c3ccc(F)cc3)cc2C(=O)NCCCN2CCCC2=O)cc1	.	.	.	-8%	9.7%
C[C@@H]1NC(=O)/C(=C\c2ccccc2Br)NC1=O	-1%	-1%	-6%	-18%	1.9%
O=S(=O)(CCNC1CC1)NC1CCCCC1	.	.	.	-23%	0.9%
COC(=O)C1=C(c2ccccc2)C[C@@H]2CC[C@H]1N2C(=O)N1CCC(C)CC1	-5%	4%	0%	-3%	i
CCCCNC(=O)Nc1c(C)cc(SC#N)cc1C	10%	-1%	13%	4%	3.3%
Cc1cccc(Nc2ccc(S(=O)(=O)N3CCOCC3)cc2[N+](=O)[O-])c1	.	-9%	12%	21%	6.1%
COC(CN(C)C(=O)C1CCCN(S(=O)(=O)c2ccc3c(c2)oc(=O)n3C)C1)OC (stereo not given)	5%	-1%	-16%	8%	i
C=CCn1cc(C(=O)NCC2CCCO2)c(=O)c2cc(S(=O)(=O)N3CCCCCC3)ccc21 (stereo not given)	10%	2%	8%	2%	i
O=C(CCNc1n[nH]c(=O)[nH]c1=O)N/N=C/c1ccc(Cl)cc1	-2%	-1%	-15%	3%	0.2%
Cc1ccc(-c2cc(C(=O)N3CCCc4ccccc43)no2)cc1	-1%	?	?	5%	9.9%
COc1cc(CCCN2C(=S)NC[C@@H]2Cc2ccccc2)cc(OC)c1OC	-23%	3%	8%	0%	i	VEEV TC-83 Vero 10K pilot screen=0.0
Cc1nc2ccccn2c(=O)c1NC(=O)c1cccs1	0%	-3%	-14%	-2%	i
Cc1noc(C)c1C(=O)OCC(=O)c1cc(C)n(Cc2ccccc2Cl)c1C	-2%	-7%	18%	-2%	i
O=C(NNC(=O)c1ccc2ccccc2c1O)Nc1ccc(F)cc1	-11%	-2%	-19%	-7%	i
CCN(CC)S(=O)(=O)c1ccc(/C=C/C(=O)OCC(=O)Nc2ccc(C(N)=O)cc2)cc1	-42%	5%	-1%	-7%	1.0%

Brought forward from above: 2 compounds, followed by the next part.
SMILES	PhoP GFP inhibition	M. tuberculosis HTS	tuberculosis growth	influenza NS1A	VEEV TC-83 Vero	others
O=C(NNC(=O)c1ccc2ccccc2c1O)Nc1ccc(F)cc1	-11%	-2%	-19%	-7%	i
CCN(CC)S(=O)(=O)c1ccc(/C=C/C(=O)OCC(=O)Nc2ccc(C(N)=O)cc2)cc1	-42%	5%	-1%	-7%	1.0%
Cc1ccc(S(=O)(=O)Nc2ccc3ncccc3c2)cc1	-1%	-7%	29%	-1%	i
O=C(Nc1ccc(NS(=O)(=O)c2ccccc2)c(Cl)c1)c1ccccc1	.	.	.	4%	3.2%
CC1(C)C[C@@H]2C[C@@](C)(CN2C(=O)c2ccccc2)C1	-4%	7%	7%	-3%	i
CCOc1ccc(CONS(=O)(=O)c2ccc(NC(C)=O)cc2)cc1Cl	-1%	8%	26%	8%	i
O=C(O)C1CCCCC1C(=O)Nc1ccccc1Cl (stereo not given)	-14%	-3%	7%	-1%	2.4%
O=[n+]1cc(-c2ccc(F)cc2)n([O-])c2c1CCC2	9%	-9%	-10%	4%	0.0%
Cc1cc(C)n(/N=C/c2cc([N+](=O)[O-])ccc2O)c(=O)c1	92µM*	64%	9%	2%	0.8%
Cc1cccc(N2CCN(C(=S)NCc3ccco3)CC2)c1C	-5%	-6%	43%	-2%	1.5%
COc1ccc(NC(=O)CSc2nc(C)c3c(c2C#N)CCCC3)cc1	2%	-17%	-1%	-1%	0.4%
CC(=O)c1ccc(OCc2cc(C(=O)N(C)Cc3nc4c(C)cccc4[nH]3)no2)cc1	1%	11%	18%	-3%	7.0%
CNC(=O)NC(=O)CSc1nnc(C(F)(F)F)n1C	1%	-6%	-5%	4%	1.4%
O=C(c1cn(-c2ccccc2)nc1-c1ccccc1)n1nnc2ccccc21	-3%	10%	.	-8%	2.1%
COc1ccc(C(=O)NCC(=O)OCC(=O)Nc2c(C)n(C)n(-c3ccccc3)c2=O)cc1	-1%	-4%	1%	-6%	2.5%
COc1ccccc1N(C)S(=O)(=O)c1ccc(C(=O)OCC(N)=O)cc1	5%	-7%	-13%	3%	1.1%
COC(=O)c1cc(NC(=O)CSc2nc(C)cc(=O)[nH]2)cc(C(=O)OC)c1	-4%	-4%	-5%	-6%	1.6%
Cc1cc(NC(=O)c2cc(-c3cccs3)on2)no1	-16%	52%	68%	-7%	0.2%
Cc1csc(=N)n1-c1ccc(Cl)cc1	1%	22%	23%	3%	2.0%
CCCCNC(=S)N1CCN(C(c2ccccc2)c2ccccc2)CC1	0%	-5%	41%	10%	1.4%
Cc1ccc(S(=O)(=O)N2CCOCC2)cc1C(=O)NC1CCCCCC1	-4%	-2%	2%	-3%	1.9%
CN(C)CCCNC(=O)c1cc(Br)ccc1Cl	-10%	-4%	-1%	-4%	0.4%
Cc1nc(Nc2ccccc2)c2oc3ccc(Cl)cc3c2n1	14%	-6%	5%	1%	2.4%
Cc1ccc(S(=O)(=O)NCCc2nnc3ccc(SCC(=O)Nc4nc5ccccc5s4)nn23)cc1	-3%	-2%	13%	.	.
COc1cc(OC)c(OC)cc1CN1CCN(Cc2ccc(SC)cc2)CC1	-1%	1%	7%	-6%	0.9%
O=C(CSc1nc2ccccc2c(=O)[nH]1)N1CCCCCC1	4%	-3%	3%	0%	0.9%
COc1ccc2c(c1)[C@H]1[C@H](CO2)[C@H](c2ccccc2)[C@]2(C)C(=O)Nc3ccc(F)cc3C(=O)N12	.	-8%	48%	4%	0.3%
COc1ccc2c(c1)N(S(=O)(=O)c1ccccc1)CCC2=O	3%	6%	0%	-4%	i
CCNC(=O)NC(=O)COc1ccccc1C#N	-4%	3%	2%	-9%	0.7%
O=C(O)c1ccc(-c2ccccc2C(F)(F)F)o1	-5%	-7%	28%	0%	0.2%
O=C(NCCCc1ccncc1)C1CCC(=O)N(Cc2cccc(C(F)(F)F)c2)C1 (stereo not given)	-7%	-6%	-10%	-9%	i
c1ccc(-c2[nH]ncc2-c2nc3ccccc3[nH]2)cc1	-11%	-7%	-2%	5%	1.3%

Nothing new here: an excerpt of the list.
SMILES	PhoP GFP inhibition	M. tuberculosis HTS	tuberculosis growth	influenza NS1A	VEEV TC-83 Vero	others
Cc1cc(NC(=O)c2cc(-c3cccs3)on2)no1	-16%	52%	68%	-7%	0.2%
Cc1csc(=N)n1-c1ccc(Cl)cc1	1%	22%	23%	3%	2.0%
CCCCNC(=S)N1CCN(C(c2ccccc2)c2ccccc2)CC1	0%	-5%	41%	10%	1.4%
Cc1ccc(S(=O)(=O)N2CCOCC2)cc1C(=O)NC1CCCCCC1	-4%	-2%	2%	-3%	1.9%
CN(C)CCCNC(=O)c1cc(Br)ccc1Cl	-10%	-4%	-1%	-4%	0.4%
Cc1nc(Nc2ccccc2)c2oc3ccc(Cl)cc3c2n1	14%	-6%	5%	1%	2.4%
Cc1ccc(S(=O)(=O)NCCc2nnc3ccc(SCC(=O)Nc4nc5ccccc5s4)nn23)cc1	-3%	-2%	13%	.	.
COc1cc(OC)c(OC)cc1CN1CCN(Cc2ccc(SC)cc2)CC1	-1%	1%	7%	-6%	0.9%
O=C(CSc1nc2ccccc2c(=O)[nH]1)N1CCCCCC1	4%	-3%	3%	0%	0.9%
COc1ccc2c(c1)[C@H]1[C@H](CO2)[C@H](c2ccccc2)[C@]2(C)C(=O)Nc3ccc(F)cc3C(=O)N12	.	-8%	48%	4%	0.3%
COc1ccc2c(c1)N(S(=O)(=O)c1ccccc1)CCC2=O	3%	6%	0%	-4%	i
CCNC(=O)NC(=O)COc1ccccc1C#N	-4%	3%	2%	-9%	0.7%
O=C(O)c1ccc(-c2ccccc2C(F)(F)F)o1	-5%	-7%	28%	0%	0.2%
O=C(NCCCc1ccncc1)C1CCC(=O)N(Cc2cccc(C(F)(F)F)c2)C1 (stereo not given)	-7%	-6%	-10%	-9%	i
c1ccc(-c2[nH]ncc2-c2nc3ccccc3[nH]2)cc1	-11%	-7%	-2%	5%	1.3%
